# GLP-1R inv ag: inverse agonists of human GLP-1 receptor; HEK293 GLP-1R CRE-luciferase, luminescence, 24 h; GLP-1R form is constitutively active; Potency, µM (series often up to 38.3 µM), without a hit: at the highest dose activity change, negative = inhibition, hits mostly inhibitors; hit rate 1.6% among 410,000; also: potency is read from the fitted curve at half-maximal effect; % is scaled to controls: 0 for no effect and ±100 for the full control effect; nearly all actives have a fitted effect of over 55% in size
#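 HEK293 cells stably co-expressing constitutively active GLP-1R and a cAMP-responsive luciferase reporter were seeded in DMEM with 10% Nu serum, given compounds after 12 h, and incubated 24 h at 37 deg C. Luminescence was then read.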
# DRD3 antagonist: D3 dopamine receptor (human) antagonism; hit rate 2.5% among 360,000; D3R cells, DiscoveRx beta-arrestin luminescence, antagonist mode; active compounds read low; max response, negative = inhibition, %; in the data active = max response below about -50%; inconclusive = no clear call, values can overlap the other calls; also: % is scaled to controls: 0 for no effect and ±100 for the full control effect; mostly tested at two doses, the higher about 12 µM
#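 Cells expressing the human receptor were seeded at 1500 cells/well, incubated overnight at 37 degrees C in 5% CO2, then exposed to library compounds with dopamine controls for 90 minutes at 37 degrees C before luminescent detection.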
# PI5P4K alpha inh: PI5P4K alpha (human) kinase inhibition. P48426. max response, %. AID 652105. PI5P4Kalpha enzyme, ADP-Glo luminescence, 60 min; active compounds read low. hit rate 1.2% among 330,000; active = max response of -50% or lower; inconclusive = between -30% and -50%; inactive = -30% or higher; also: value at the top dose of about 77 µM; % is scaled to controls: 0 for no effect and ±100 for the full control effect
#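 Reactions run in 0.038 M HEPES pH 7.4, 0.28 mM EGTA, 0.1% CHAPS and 5% DMSO, with PI5P4Kalpha, substrate, compound and 5 microM ATP final, one hour at room temperature. Readout is ADP-Glo luminescence.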
# GLP1R ag: GLP-1 receptor (human) agonism; P43220; hit rate 0.007% among 380,000; HEK293 GLP-1R CRE-luciferase, luminescence, 4-6 h; cells express a hypersensitive GLP-1R form; Potency, µM (series often up to 45.6 µM), without a hit: top-dose activation, usual class: activators; also: potency is read from the fitted curve at half-maximal effect; % of control where 0% means no effect
# DRD3 agonist: D3 dopamine receptor (human) agonism | P35462 | AID 652048 | D3R DiscoveRx beta-arrestin cells, luminescence, 90 min | max activation, % | hit rate 0.58% among 410,000; in the data active = max activation above about 30%; also: 0% is about no effect; mostly tested at two doses, the higher about 12 µM
#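 Agonist mode: compounds and dopamine controls were applied to plated cells for 90 min at 37 degrees C after an overnight attachment at 1500 cells/well. Luminescent read-out followed 30 - 60 minutes at room temperature with DiscoveRx detection reagent.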
# PLK1 PBD block: blocks phosphopeptide binding to human PLK1 polo-box domain | P53350 | Plk1 PBD binding of FITC phosphopeptide, fluorescence polarization | Potency, µM, for inactives: max response, negative = inhibition, actives largely listed as inhibitors | hit rate 2.8% among 360,000 | AID 720504; also: potency is read from the fitted curve at half-maximal effect; series mostly up to about 57 µM; % is scaled to controls: 0 for no effect and ±100 for the full control effect; nearly all actives have a fitted effect of over 65% in size
# GLP1R cytotox: cytotoxicity counter-screen for GLP-1 receptor inverse agonists; HEK293 cAMP-luciferase reporter cells, luminescence, 24 h; Potency, µM (titrated, usually from 38.3 µM), without a hit: at the highest dose activity change, negative = inhibition, actives largely listed as inhibitors; hit rate 0.13% among 410,000; AID 624418;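 also: loss of luciferase light is scored as toxicity; potency is read from the fitted curve at half-maximal effect; % is scaled to controls: 0 for no effect and ±100 for the full control effect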
#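 MLSMR compounds, 24 hr on cells at 37 deg C/5% CO2; luminescence after luciferase reagent (12 min RT). Inhibition counted as the undesired cytotoxic outcome.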
# WRN helicase inh: WRN helicase (human) inhibition; Q14191; WRN helicase unwinding, fluorescent forked duplex, kinetic; Potency, µM (top dose mostly 114 µM), inactives show at the top dose activity change, negative = inhibition, most hits filed as inhibitors; hit rate 0.46% among 360,000; AID 651768; also: potency is read from the fitted curve at half-maximal effect; % is scaled to controls: 0 for no effect and ±100 for the full control effect; nearly all actives have a fitted effect of over 55% in size
# Target sequence (Q14191 whole entry, looked up): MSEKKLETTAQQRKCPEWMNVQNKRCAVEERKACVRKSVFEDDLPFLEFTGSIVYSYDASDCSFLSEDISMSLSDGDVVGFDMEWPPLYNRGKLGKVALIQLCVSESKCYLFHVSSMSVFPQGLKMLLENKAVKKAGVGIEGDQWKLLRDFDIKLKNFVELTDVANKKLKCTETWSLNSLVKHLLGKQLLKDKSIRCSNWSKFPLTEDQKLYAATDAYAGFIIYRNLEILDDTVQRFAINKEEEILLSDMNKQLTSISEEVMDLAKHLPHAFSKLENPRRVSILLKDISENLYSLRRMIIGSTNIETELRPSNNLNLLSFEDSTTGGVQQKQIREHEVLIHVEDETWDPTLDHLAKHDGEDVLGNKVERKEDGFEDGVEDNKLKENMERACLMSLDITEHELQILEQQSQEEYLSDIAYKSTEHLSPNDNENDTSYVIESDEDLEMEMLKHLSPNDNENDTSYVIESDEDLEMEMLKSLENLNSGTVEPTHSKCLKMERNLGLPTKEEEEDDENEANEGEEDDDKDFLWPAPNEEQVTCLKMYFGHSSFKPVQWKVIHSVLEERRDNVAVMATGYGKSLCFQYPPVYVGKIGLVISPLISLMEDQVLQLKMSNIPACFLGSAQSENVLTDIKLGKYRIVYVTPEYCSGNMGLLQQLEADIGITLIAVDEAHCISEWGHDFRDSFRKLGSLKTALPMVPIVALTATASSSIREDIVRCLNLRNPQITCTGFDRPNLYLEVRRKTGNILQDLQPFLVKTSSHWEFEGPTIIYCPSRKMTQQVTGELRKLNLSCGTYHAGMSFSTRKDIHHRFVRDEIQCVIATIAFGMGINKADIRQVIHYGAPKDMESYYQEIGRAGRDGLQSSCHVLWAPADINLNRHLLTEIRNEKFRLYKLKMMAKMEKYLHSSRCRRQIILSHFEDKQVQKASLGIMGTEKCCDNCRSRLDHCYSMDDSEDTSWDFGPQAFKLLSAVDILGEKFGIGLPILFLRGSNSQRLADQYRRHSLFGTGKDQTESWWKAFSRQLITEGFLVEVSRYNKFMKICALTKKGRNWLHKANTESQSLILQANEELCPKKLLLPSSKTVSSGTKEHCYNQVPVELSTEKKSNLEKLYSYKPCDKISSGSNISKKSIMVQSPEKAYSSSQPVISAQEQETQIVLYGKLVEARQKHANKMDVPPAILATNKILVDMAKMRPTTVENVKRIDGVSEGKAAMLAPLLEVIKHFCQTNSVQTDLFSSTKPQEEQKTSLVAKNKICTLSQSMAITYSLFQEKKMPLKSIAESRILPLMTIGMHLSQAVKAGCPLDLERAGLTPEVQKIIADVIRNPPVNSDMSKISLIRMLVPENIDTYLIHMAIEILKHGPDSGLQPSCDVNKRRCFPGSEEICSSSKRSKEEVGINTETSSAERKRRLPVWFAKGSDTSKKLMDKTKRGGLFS
#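 Kinetic fluorescence helicase assay: unwinding of a quenched forked DNA duplex (100 nM final) with 2 mM ATP final raises red fluorescence (525/598 nm). Compounds sat 15 min at room temperature with 20 nM WRN beforehand.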
# IL-2 act: IL-2 activation; activation, % (series mostly up to about 46 µM); hit rate 0.065% among 360,000; AID 652025; IL-2 activation reporter assay, cell-based qHTS; stimulated with anti-CD3/CD4/CD28 beads; in transgenic mouse T cells; in the data active = activation above about 50%; inconclusive = mostly about 30% to 49%; also: 0% is about no effect
#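 Unstimulated transgenic mouse T cells preincubated 60 min with compound, then stimulated with anti-CD3/anti-CD4-coated beads plus anti-CD28 for 18 h at 37 degrees C. IL-2 response read as EGFP and DsRed fluorescence by plate cytometry.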
# The depositor's hits bear a star; ? = inconclusive; nt = not tested or not shown; & = joins results of further samples; [ ] = dose if it differs, or a comment. Unless noted, calls follow the shape of the dose curve; as a rule, active = well fitted curve in the direction sought with a large enough effect; inconclusive = small, poorly fitted or top-dose-only effect, or another doubt; inactive = no such curve, though single readings can be large; an effect the other way counts as inactive or inconclusive. An unsorted share of the library (roughly 7.8% active in at least one column).
item	molecule	GLP-1R inv ag	DRD3 antagonist	PI5P4K alpha inh	GLP1R ag	DRD3 agonist	PLK1 PBD block	GLP1R cytotox	WRN helicase inh	IL-2 act
1	O=C(Nc1ccc(OC(F)(F)F)cc1)C1=NCCN1	39%[activator]	-6	13	-4%	6	-14%	10%	3%	-3.3
2	COc1ccc(NCc2nnc(SCC(=O)Nc3cccc(C)c3)o2)cc1	-5%	?	-1	-2%	0	-12%	-23%	-12%	-0.4
3	CN1CCSc2ccc(C(=O)NCc3cccc(F)c3)cc21	?	?	11	4%	-8	-2%	-6%	-11%	-2.8
4	N#CCC1c2ccccc2CCN1C(=O)Nc1ccc(C(F)(F)F)cc1 (configuration not stated)	-10%	-94*	nt	-1%	-34	-4%	-18%	-18%	-2.2
5	O=C(N/N=C/c1ccc(Cl)c([N+](=O)[O-])c1)c1ccc2nc[nH]c2c1	-17%	?	-16	-3%	-17	-12%	?	-26%	0.2
6	O=C(CNC(=O)c1ccccc1)OCc1cc(=O)n2cc(Br)ccc2n1	25%	-6	-10	0%	-3	-6%	0%	-2%	-0.2
7	O=C(CN(C(=O)C1CSC(=O)C1)c1ccccc1F)NCc1ccc2c(c1)OCO2 (configuration not stated)	0%	12	nt	-9%	-2	-7%	?	8%	-2.5
8	CCCCN1C(=O)/C(=C2/C=CC=CN2C)SC1=S	0%	-11	nt	11%	-3	-19%	?	-14%[57.1 µM]	-2.2

# In another format: results already given
5	O=C(N/N=C/c1ccc(Cl)c([N+](=O)[O-])c1)c1ccc2nc[nH]c2c1
  GLP-1R inv ag = -17%	DRD3 antagonist = ?	PI5P4K alpha inh = -16	GLP1R ag = -3%	DRD3 agonist = -17	PLK1 PBD block = -12%	GLP1R cytotox = ?	WRN helicase inh = -26%	IL-2 act = 0.2
7	O=C(CN(C(=O)C1CSC(=O)C1)c1ccccc1F)NCc1ccc2c(c1)OCO2 (configuration not stated)
  GLP-1R inv ag = 0%	DRD3 antagonist = 12	PI5P4K alpha inh = nt	GLP1R ag = -9%	DRD3 agonist = -2	PLK1 PBD block = -7%	GLP1R cytotox = ?	WRN helicase inh = 8%	IL-2 act = -2.5
2	COc1ccc(NCc2nnc(SCC(=O)Nc3cccc(C)c3)o2)cc1
  GLP-1R inv ag = -5%	DRD3 antagonist = ?	PI5P4K alpha inh = -1	GLP1R ag = -2%	DRD3 agonist = 0	PLK1 PBD block = -12%	GLP1R cytotox = -23%	WRN helicase inh = -12%	IL-2 act = -0.4
8	CCCCN1C(=O)/C(=C2/C=CC=CN2C)SC1=S
  GLP-1R inv ag = 0%	DRD3 antagonist = -11	PI5P4K alpha inh = nt	GLP1R ag = 11%	DRD3 agonist = -3	PLK1 PBD block = -19%	GLP1R cytotox = ?	WRN helicase inh = -14%[57.1 µM]	IL-2 act = -2.2

# The results go on.
item	molecule	GLP-1R inv ag	DRD3 antagonist	PI5P4K alpha inh	GLP1R ag	DRD3 agonist	PLK1 PBD block	GLP1R cytotox	WRN helicase inh	IL-2 act
9	C=CCOc1c(Br)cc(CNc2ccc(NC(=O)C(C)C)cc2)cc1OCC	-19%	-10	3	2%	-2	-8%	-13%	-28%	-0.2
10	CC(OC(=O)c1ccccc1CCc1ccccc1)C(N)=O (configuration not stated)	?	25	-11	8%	-4	-8%	22%	8%	0.1
11	CCCn1c(Nc2nc3ccccc3n2C)nc2ccccc21	0%	-102*	24	21%	-23	0%	-19%	3%	-5.5
12	CCCCC(=O)OCC(=O)c1cc(C)n(-c2c(C)n(C)n(-c3ccccc3)c2=O)c1C	5%	11	1	-5%	0	3%	4%	10%	-0.8
13	c1ccc(NC(=NCc2ccco2)c2ccccc2)cc1	36%[activator]	-23	nt	3%	-15	-10%	15%	-3%	2.0
14	CCC1(c2ccccc2)C(=O)NCNC1=O	18%	8	4	4%&-2%	15&4	-5%	2%	6%	-0.5
15	O=C(c1ccc(-c2ccccc2)cc1)N1CCN(c2ncccn2)CC1	?	5	-4	1%	-1	-2%	26%	-5%	-1.1
16	CCc1ccc(NC(=S)N(CCN(C)C)C(C)c2ccncc2)cc1 (configuration not stated)	-20%	5	0	-2%	3	-3%	-7%	-1%	0.5
17	COc1ccccc1NC(=O)CN1CCN(C2c3ccccc3-c3ccccc32)CC1	?	10	-1	12%	13	1%	11%	-8%	-1.5
18	O=c1cccc(-c2ccccc2)[nH]1	0%	-13	nt	1%	4	1%	-4%	-11%	2.1
19	CN(C)c1ccc(C(=O)N2CCCC(N3CCN(Cc4ccc5c(c4)OCO5)CC3)C2)cc1 (configuration not stated)	-17%	-7	-6	0%	-20	-2%	-1%	0%	-1.9
20	C=CCN1CC2(c3ccccc3)CN(CC=C)CC(c3ccccc3)(C1)C2=O	?	10	5	2%	-1	88%[activator]	-8%	-4%	-2.7
21	CC(C)CCn1nnnc1C(C(C)C)N1CCC(C(N)=O)CC1 (configuration not stated)	8%	-13	0	-5%	10	0%	-11%	2%	-0.1
22	CC(C)CC(=O)Nc1ccc2oc(-c3cccnc3)nc2c1	-3%	-15	nt	8%	-4	-9%	-20%	-9%	1.1
23	CCOc1cccc(CN2CCCC(N3CCc4ccccc4C3)C2)c1O (configuration not stated)	-22%	?	3	7%	-19	-14%	1%	11%	-3.3
24	O=C(NNS(=O)(=O)c1ccccc1F)c1cccc(S(=O)(=O)N2CCOCC2)c1	6%	2	-6	-5%	1	-18%	8%	5%	-1.6

# Four compounds drawn at random from those above:
item	molecule	GLP-1R inv ag	DRD3 antagonist	PI5P4K alpha inh	GLP1R ag	DRD3 agonist	PLK1 PBD block	GLP1R cytotox	WRN helicase inh	IL-2 act
5	O=C(N/N=C/c1ccc(Cl)c([N+](=O)[O-])c1)c1ccc2nc[nH]c2c1	-17%	?	-16	-3%	-17	-12%	?	-26%	0.2
11	CCCn1c(Nc2nc3ccccc3n2C)nc2ccccc21	0%	-102*	24	21%	-23	0%	-19%	3%	-5.5
1	O=C(Nc1ccc(OC(F)(F)F)cc1)C1=NCCN1	39%[activator]	-6	13	-4%	6	-14%	10%	3%	-3.3
16	CCc1ccc(NC(=S)N(CCN(C)C)C(C)c2ccncc2)cc1 (configuration not stated)	-20%	5	0	-2%	3	-3%	-7%	-1%	0.5

# Continuation:
item	molecule	GLP-1R inv ag	DRD3 antagonist	PI5P4K alpha inh	GLP1R ag	DRD3 agonist	PLK1 PBD block	GLP1R cytotox	WRN helicase inh	IL-2 act
25	O=C(CNC(c1ccccc1)c1ccccc1)Nc1cc([N+](=O)[O-])ccc1Cl	?	3	-5	-4%	1	-8%	-22%	-1%	-0.1
26	Cc1ccc(S(=O)(=O)Nc2cc(C(=O)NCCN3CCCC3)ccc2N2CCCCC2)cc1	?	-51*	8	-2%	-26	-8%	?	2%	-0.5
27	CCOc1ccc(C(CC(=O)O)NC(=O)C(Sc2ccccc2)c2ccccc2)cc1 (configuration not stated)	-14%	-20	-1	1%	-7	-13%	9%	1%	2.3
28	Fc1ccc(NC(=S)Nc2ccccc2N2CCOCC2)cc1Cl	-10%	-8	1	8%	-5	-14%	-8%	0%	-3.6
29	O=c1cc(CN2CCC3(CC2)OCCO3)c2c(ccc3ccccc32)o1	?	63	0	5%	0	-3%	-2%	9%	0.9
30	Cc1cc(C)n(C(=O)c2cc([N+](=O)[O-])cc([N+](=O)[O-])c2)n1	-5%	-6	-1	-6%	1	-7%	-4%	7%	-0.3
31	Cc1cccc(NC(=O)c2ccc(OCC3CCCO3)cc2)c1C (configuration not stated)	8%	-2	7	1%	-4	-2%	-27%	-1%	0.0
32	COc1ccc(S(=O)(=O)Nc2ccc(-n3cnnn3)cc2)cc1[N+](=O)[O-]	4%	-5	-3	5%	-5	-10%	1%	-2%	0.2
33	COc1cc(/C=C/C(=O)OCC(=O)N2CCC(Cc3ccccc3)CC2)ccc1O	?	29	-5	16%	-3	-9%	3%	-1%	-2.4
34	COC(=O)c1ccc(NCC(=O)Nc2cc(C)cc(C)c2)cc1	-5%	11	-4	6%	-8	39%[activator]	2%	-8%	-0.1
35	CCc1ccc(Nc2ncnc3nc[nH]c23)cc1	-15%	-1	-11	1%	18	-8%	-6%	-12%	-0.6
36	Cc1cc(/C=N/n2c(COc3ccccc3)nc3ccccc3c2=O)c(O)c([N+](=O)[O-])c1	?	?	-51*	-7%	-12	?	11%	?	-2.5
37	COc1ccc(-n2nc(C(=O)NCC(=O)N3CCC(C(N)=O)CC3)c3ccccc3c2=O)cc1OC	28%	14	1	14%	5	3%	-9%	-8%	-3.8
38	CN(C)CCn1c2c(c(SCC(=O)NCc3ccccc3)nc1=O)CCCC2	?	9	0	-2%	2	0%	-11%	6%	-5.4
39	COc1ccccc1N=C1NC(=O)/C(=C/c2ccc(N(C)C)cc2)S1	?	-95*	-5	11%	-13	20%	51%[activator]	-10%	12
40	C=CCOc1ccc(C2NC(=S)NC(c3ccccc3)=C2C(C)=O)cc1OC (configuration not stated)	-19%	-4	-4	17%	-4	-17%	2%	-10%	-1.9
41	CCCCNC(=O)[C@H]1C[C@H]1[C@@H](O)[C@H](CO)NC(=O)[C@H](COCc1ccccc1)NC(=O)OC(C)(C)C	3%	13	6	1%	1	-16%	29%	6%	-0.3
42	c1ccc(CSc2ncn(-c3ccccc3)n2)cc1	-24%	-16	18	-4%	1	-1%	27%	-3%	-0.1
43	O=C(NCc1cccc(Cl)c1)C1Cc2c(-c3cccc(F)c3)ccnc2O1 (configuration not stated)	?	25	-3	-1%	1	5%	-17%	-1%	-0.4
44	Cc1cccc(N2C(=O)C(CC(=O)Nc3cccc(F)c3)N(CCc3ccncc3)C2=O)c1 (configuration not stated)	?	5	2	7%&1%	2&-20	2%	-4%&1%	-3%	-2.2
45	CCN(c1ccc(F)cc1)S(=O)(=O)c1cccc2nsnc12	-10%	-1	0	5%	-2	-12%	3%	2%	-1.9
46	O=C(CSc1cccc2cccnc12)NCc1ccco1	0%	-3	2	3%	6	-4%	7%	-9%	-0.5
